# Bioassay records from PubChem BioAssay.
# DRD3 antagonist: qHTS of D3 Dopamine Receptor Antagonist: qHTS; D(3) dopamine receptor (Homo sapiens), P35462; D3R cells, DiscoveRx beta-arrestin luminescence, antagonist mode; stronger effect = lower value; max response, negative = inhibition, %; actives 2.5% (n = 360,000); in the data active means max response below about -50%; inconclusive means no clear call, values can overlap the other calls; further: on the % scale 0 is the no-effect control and ±100 the full control effect; mostly tested at two doses, the higher about 12 µM
# Target sequence (P35462 whole entry, looked up): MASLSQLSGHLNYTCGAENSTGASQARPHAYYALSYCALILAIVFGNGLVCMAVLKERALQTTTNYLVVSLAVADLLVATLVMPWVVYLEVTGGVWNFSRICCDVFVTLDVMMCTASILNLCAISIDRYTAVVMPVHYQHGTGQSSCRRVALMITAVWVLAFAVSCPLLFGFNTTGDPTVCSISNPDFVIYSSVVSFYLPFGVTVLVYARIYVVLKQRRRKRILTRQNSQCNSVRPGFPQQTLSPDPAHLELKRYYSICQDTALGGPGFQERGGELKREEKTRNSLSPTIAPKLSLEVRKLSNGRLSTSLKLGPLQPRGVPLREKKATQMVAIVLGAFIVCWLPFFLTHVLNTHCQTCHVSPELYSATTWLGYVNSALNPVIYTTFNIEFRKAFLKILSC
#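 Cells plated overnight at 1500 cells/well, then exposed to library compounds with dopamine controls for 90 minutes at 37 degrees C. DiscoveRx reagent added for 30–60 minutes at room temperature; luminescence read, quantitative HTS format.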
# PTHR1 agonist: qHTS for PTHR1 Agonists: Primary Screen | Parathyroid hormone/parathyroid hormone-related peptide receptor (Homo sapiens), Q03431 | HEK293 GP2 PTHR1 cells, GloSensor cAMP luminescence, 1 h | Potency, µM (series often up to 115 µM), inactives show top-dose activation, usual class: activators | actives 0.075% (n = 410,000) | AID 743266, 2014; further: potency means the concentration at half of the fitted maximal effect; nearly all actives have a fitted effect of over 55% in size; some results filed as inactive show a strong effect at the top dose; inactives centre near -15; many of its hits are not listed in these tables
#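 HEK-293-derived GP2 cells expressing PTHR1 and a GloSensor cAMP reporter, 3,000/well, plated overnight, given luciferin plus IBMX (each 0.5 mM as added) for 1 h at 37 °C, then compound for 1 h at 37 °C. Luminescence was read after 15 min at room temperature.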
# GLP1R inv ag: qHTS of GLP-1 Receptor Inverse Agonists (Inhibition Mode) | AID 624417, 2012 | Potency, µM (titrated, usually from 38.3 µM), inactives show at the top dose activity change, negative = inhibition, hits mostly inhibitors | actives 1.6% (n = 410,000) | Glucagon-like peptide 1 receptor (Homo sapiens), P43220 | HEK293 GLP-1R CRE-luciferase, luminescence, 24 h; GLP-1R form is constitutively active; further: potency means the concentration at half of the fitted maximal effect; on the % scale 0 is the no-effect control and ±100 the full control effect; nearly all actives have a fitted effect of over 55% in size
# Target sequence (P43220 whole entry, looked up): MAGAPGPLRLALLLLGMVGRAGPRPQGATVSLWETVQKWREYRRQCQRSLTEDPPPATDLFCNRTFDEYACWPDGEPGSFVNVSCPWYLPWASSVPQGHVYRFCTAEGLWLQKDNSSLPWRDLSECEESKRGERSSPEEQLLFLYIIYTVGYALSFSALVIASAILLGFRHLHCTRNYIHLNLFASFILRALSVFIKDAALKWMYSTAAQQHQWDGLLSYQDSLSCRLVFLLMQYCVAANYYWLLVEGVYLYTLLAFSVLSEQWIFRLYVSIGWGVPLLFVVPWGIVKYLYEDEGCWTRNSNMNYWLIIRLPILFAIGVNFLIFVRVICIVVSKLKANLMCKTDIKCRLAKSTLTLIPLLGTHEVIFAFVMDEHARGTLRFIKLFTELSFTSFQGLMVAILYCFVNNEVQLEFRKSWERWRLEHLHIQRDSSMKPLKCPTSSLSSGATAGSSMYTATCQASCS
#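 HEK293 cells stably co-expressing constitutively active GLP-1R and a cAMP-responsive luciferase reporter were seeded in DMEM with 10% Nu serum, given compounds after 12 h, and incubated 24 h at 37 deg C. Luminescence was then read.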
# aSyn rescue: qHTS of alpha-syn Inhibitors; actives 0.14% (n = 370,000); Potency, µM (series often up to 46.1 µM), for the others: at the highest dose growth rescue (activation), hits mostly activators; Yeast expressing alpha-synuclein, growth rescue, BacTiter-Glo, 24 h; further: potency means the concentration at half of the fitted maximal effect; % of control where 0% means no effect; nearly all actives have a fitted effect of over 65% in size
#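 Screening used galactose-induced yeast with toxic alpha-synuclein levels, exposed to compound for 24 hr at 30 deg C. Cell growth, read with BacTiter-Glo luminescence, gave the measured signal.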
# D3 ag: qHTS of D3 Dopamine Receptor Agonist: qHTS | D3R DiscoveRx beta-arrestin cells, luminescence, 90 min | D(3) dopamine receptor (Homo sapiens), P35462 | actives 0.58% (n = 410,000) | AID 652048, 2013 | max activation, %; in the data active means max activation above about 30%; further: 0% is about no effect; mostly tested at two doses, the higher about 12 µM
#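 Cells at 1500/well, incubated overnight, then treated with pinned compounds (dopamine as control) for 90 min at 37 degrees C. DiscoveRx reagent added for 30 - 60 minutes at room temperature; luminescence read.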
# HEK293 tox: qHTS of GLP-1 Receptor Inverse Agonists: Cytotox Screen; HEK293 cAMP-luciferase reporter cells, luminescence, 24 h; Potency, µM (titrated, usually from 38.3 µM), inactives show at the highest dose activity change, negative = inhibition, hits mostly inhibitors; actives 0.13% (n = 410,000); AID 624418, 2012;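 further: loss of luciferase light is scored as toxicity; potency means the concentration at half of the fitted maximal effect; on the % scale 0 is the no-effect control and ±100 the full control effect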
#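 MLSMR compounds, 24 hr on cells at 37 deg C/5% CO2; luminescence after luciferase reagent (12 min RT). Inhibition counted as the undesired cytotoxic outcome.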
# GLP1R ag: qHTS of GLP-1 Receptor Agonists; actives 0.007% (n = 380,000); Potency, µM (series often up to 45.6 µM), for inactives: top-dose activation, actives largely listed as activators; AID 624172, 2012; HEK293 GLP-1R CRE-luciferase, luminescence, 4-6 h; cells express a hypersensitive GLP-1R form; further: potency means the concentration at half of the fitted maximal effect; % of control where 0% means no effect
# TDP43 rescue: qHTS of TDP-43 Inhibitors; TDP-43 expressing yeast growth rescue, BacTiter-Glo, 24 h; AID 652104, 2013; Potency, µM (titrated, usually from 46.1 µM), inactives show top-dose growth rescue (activation), usual class: activators; actives 1.8% (n = 410,000); further: potency means the concentration at half of the fitted maximal effect; % of control where 0% means no effect; nearly all actives have a fitted effect of over 50% in size
#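 Yeast expressing TDP-43 (pregrown in raffinose, seeded at OD600=0.02 in galactose medium) exposed to compounds 24 hr at 30 deg C. Growth read by BacTiter-Glo luminescence; rescue of toxicity appears as increased signal.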
# KB-V1 MDR tox: qHTS assay for MDR1-selective chemotherapeutics: Primary screen using the drug-selected MDR subline cells KB-V1; Potency, µM (doses to about 46.1 µM), inactives show at the highest dose activity change, negative = cytotoxicity, usual class: cytotoxic; KB-V1 MDR cells viability, CellTiter-Glo, 72 h; actives 3.4% (n = 400,000); AID 1347076, 2019; further: potency means the concentration at half of the fitted maximal effect; on the % scale 0 is the no-effect control and ±100 the full control effect; nearly all actives have a fitted effect of over 60% in size
#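 Cells of the MDR subline KB-V1 are plated, dosed with compound at multiple concentrations, and incubated 72 h at 37 degrees C; CellTiter-Glo is then added and luminescence read after 10 min.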
# The depositor's hits bear a star; i = inactive; ? = inconclusive; nt = not tested or not shown; [ ] = another dose, or the depositor's remark. Unless noted, the call rests on the fitted dose curve; in most records, active means well fitted curve in the direction sought with a large enough effect; inconclusive means small, poorly fitted or top-dose-only effect, or another doubt; inactive means no such curve, though single readings can be large; an effect the other way counts as inactive or inconclusive.
SMILES,DRD3 antagonist,PTHR1 agonist,GLP1R inv ag,aSyn rescue,D3 ag,HEK293 tox,GLP1R ag,TDP43 rescue,KB-V1 MDR tox
Cc1cccc(CSc2nnc(CCCCCN)o2)c1,nt,?,?,-1.1%,-15.0,-5.5%,-4.6%,-15.3%,-37.3%
N#Cc1cccc(-n2nnnc2-c2ccccn2)c1,-8.9,i,0.1%,-2.3%,0.1,75.4%[activator],0.4%,6.8%,3.4%
COc1cc(CNCc2ccncc2)cc(Br)c1OCc1ccccc1F,8.3,-9.7%[57.5 µM],0.0%,1.9%,14.8,-2.7%,19.7%,-8.9%,3.66µM*
CCC1(C)Cc2c(sc3nc(SC)nc(N)c23)CO1 (stereo not given),6.1,-1.7%[57.5 µM],-16.4%,-11.8%,-5.8,0.2%,11.7%,1.2%,-11.4%
COc1ccc(-c2nnc(NC(=O)C3=COCCO3)o2)cc1,-0.7,i,-4.1%,-8.4%,-9.7,-6.1%,-2.3%,-17.3%,-30.5%
CC(=O)Nc1ccc(NC(=O)Cn2c(=O)n(-c3ccc(F)cc3)c(=O)c3oc4ccccc4c32)cc1,-4.1,i,51.4%[activator],1.4%,6.5,1.2%,2.5%,-0.1%,16.5%
CC(=O)Nc1cccc(-c2ccnc3c2CC(C(=O)Nc2cccnc2)O3)c1 (stereo not given),22.2,-35.3%[inhibitor],8.4%,11.0%,8.1,0.0%,-1.2%,2.3%,-5.7%
CCCCOc1ccc(CSC2=NCCN2)cc1[N+](=O)[O-],-13.0,-49.6%[inhibitor],10µM*,-0.1%,-2.3,?,-5.6%,-19.1%,?
CCOC(=O)C1CCCN(C(=O)c2ccc(OC)c(OC)c2)CC1 (stereo not given),12.9,i,12.4%,-5.1%,7.6,3.2%,4.5%,20.6%,3.1%
S=C1NCN(C2CCCCC2)CN1c1ccccc1,0.0,19.0%,-13.0%,-1.5%,0.2,-21.9%,-3.3%,-7.1%,14.7%
CCNc1ccc(S(=O)(=O)NCCN(C)C)cc1[N+](=O)[O-],-14.8,-20.7%,-9.3%,-1.0%,3.2,-4.6%,2.9%,0.6%,-10.9%
CC(C)C[C@H](NC(=O)OC(C)(C)C)C(=O)NCC1CCC(C(=O)N[C@@H](Cc2ccccc2)C(=O)O)CC1 (stereo not given in full),-1.6,i,9.7%,-4.4%,-3.3,-11.9%,-5.3%,-3.7%,-10.3%
CC(C)CCc1noc(CN(CC2CCC2)CC2CCCO2)n1 (stereo not given),-2.2,i,?,0.4%,-4.0,0.3%,5.0%,-1.6%,0.5%
COc1cccc(NC(=O)Nc2ccc3c(c2)N(C)C(=O)CS3)c1,33.6,-42.6%[inhibitor],?,0.1%,13.7,-33.4%,-12.0%,29.5%,?
CCOc1cc(C(=O)NCC(=O)N/N=C/c2sccc2C)cc(OCC)c1OCC,0.8,-9.4%,17.2%,-6.1%,1.4,0.7%,-2.6%,13.0%,-12.4%
COc1ccc(-c2nc(SCC(=O)NCC3CCCO3)c(-c3ccc(Cl)cc3)[nH]2)cc1 (stereo not given),nt,6.3%,-1.9%,nt,-17.4,-1.7%,nt,8.3%,-14.1%
O=C(O)CC1SC(=Nc2cccc(O)c2)NC1=O (stereo not given),-23.0,i,45.7%[activator],0.8%,-7.9,0.9%,4.6%,-13.4%,4.7%
COc1cccc2c(=O)cc(C)n(CC(=O)Nc3ccc(Br)cc3)c12,4.5,-5.7%,3.5%,2.1%,2.1,1.7%,18.6%,0.8%,8.2%
C[C@H](CO)N1C[C@H](C)[C@@H](CN(C)C(=O)c2cc(-c3ccccc3)on2)OCc2cn(nn2)CCCC1=O,2.8,i,-5.5%,1.8%,2.3,-8.7%,-0.7%,?,34.4%
COc1ccc(N=c2cc(-c3ccc(O)cc3)oc3ccccc23)cc1,-3.3,-8.7%,?,7.8%,1.0,?,14.0%,-5.8%,?
Cc1ccc(-c2cnc(C(O)c3ccc(Cl)c(Cl)c3)[nH]2)cc1 (stereo not given),-24.6,-23.9%,-24.5%,-22.4%,-10.4,6.9%,-0.5%,21.8%,-1.3%
COc1ccc(C2CC(=O)c3cc(-c4nc(-c5ccc(C)cc5)cs4)c(=O)[nH]c3C2)cc1 (stereo not given),nt,-22.9%,7.4%,nt,-17.5,23.4%,nt,14.9%,-1.2%
COc1ccc(-c2nnc3ccc(SC)nn23)cc1,-86.3*,i,63.3%[activator],-15.6%,14.3,-29.7%,18.8%,?,14.6µM*
Cn1c(SCc2ccccc2Cl)nc(=O)c2c1NC(=O)CC2c1cc(F)ccc1F (stereo not given),nt,-2.5%,-6.4%,nt,3.5,-7.3%,nt,0.0%[9.22 µM],0.0%
O=C(NN1C(=O)C2C3C=CC(C3)C2C1=O)c1ccncc1 (stereo not given),1.1,i,-2.6%,-5.3%,7.2,-4.1%,-0.1%,13.9%,-9.1%
O=C(NCC1OCCc2ccccc21)c1ccc(NC(=O)c2ccccc2Cl)cc1 (stereo not given),-12.8,-32.7%[inhibitor],?,2.9%,2.0,-10.8%,1.6%,12.1%,?
O=C(OCC(=O)N1CCc2ccccc21)c1ccccn1,-13.7,-68.7%[inhibitor],14.7%,-5.8%,1.3,6.4%,4.5%,-4.9%,-4.7%
Cc1ccc(S(=O)(=O)N2C[C@]3(O)C[C@@H]4C(=O)N(c5ccccc5)C(=O)[C@@H]4C[C@]3(OC(=O)NC3CCCC3)C2)cc1,17.6,-0.4%,-10.4%,-4.6%,2.6,-5.3%,-5.4%,0.0%,-14.6%
CC(C#N)Sc1nnc(Nc2ccccc2)s1 (stereo not given),?,-11.1%,23.4%,9.2%,3.5,-6.4%,0.4%,25.2%,-9.4%
CN(Cc1ccc(OCC(O)CN(C)Cc2ccccc2)cc1)Cc1nccn1C (stereo not given),-1.1,i,?,-4.8%,-6.4,?,11.1%,-9.7%,8.5%
CC(=O)NC1CC2CCCC(C1)N2C(=O)Nc1cccc(C)c1 (stereo not given),6.5,i,-5.3%,-9.0%,12.9,-5.9%,11.6%,-14.8%,7.8%
COc1cccc(CNC(=O)CCCCCn2c(=O)[nH]c3cc(OC)c(OC)cc3c2=O)c1,nt,-9.2%,1.8%,nt,0.1,14.9%,nt,-2.1%,-3.4%
COc1ccc(OC)c(/C=N/N=C2\SCC(=O)N2Cc2ccco2)c1,10.8,-0.2%,4.6%,-14.1%,-3.8,-4.7%,6.6%,10.9%,?
Nc1nc(-c2ccccc2)nc2sc3c(c12)CCCC3,30.6,-19.1%,?,0.7%,21.8,-9.0%,1.5%,?,23.1µM*
CC(C)(C)NC(=O)/C=C/c1cccc(C(F)(F)F)c1,9.3,i,?,-4.1%,2.5,-5.6%,15.6%,3.1%,2.8%
CN(C)S(=O)(=O)c1ccc(N2CCCC2)c(C(=O)NC2CCC(O)CC2)c1 (stereo not given),-22.2,-15.5%,14.4%,-2.1%,4.7,3.7%,-8.3%,0.0%,3.2%
CC1CCC(NC(=O)c2cnccn2)CC1 (stereo not given),11.5,-14.8%[57.5 µM],3.5%,-0.4%,-5.5,-2.6%,0.2%,-6.4%,29.1%
C=CCN1C(c2ccc(Br)cc2)=CS/C1=C(/C#N)c1nnc(N2CCOCC2)n1-c1ccccc1,7.0,-43.1%[inhibitor],?,5.6%,3.0,-14.9%,6.3%,-2.1%,?
Cc1ccc(-c2noc(CN3CCN(C(c4ccccc4)c4ccccc4)CC3)n2)cc1,-8.0,i,?,-25.4%,-7.9,7.5%,-7.0%,-36.3%[inhibitor],-27.8%
COc1ccc(C(=O)OCC(=O)NC2CC2)cc1OC,-18.7,9.5%,16.9%,-3.4%,15.3,9.3%,3.4%,9.8%,0.0%

# 3 entries out of the list, arranged by heavy-atom count, low to high.
SMILES,DRD3 antagonist,PTHR1 agonist,GLP1R inv ag,aSyn rescue,D3 ag,HEK293 tox,GLP1R ag,TDP43 rescue,KB-V1 MDR tox
O=C(O)CC1SC(=Nc2cccc(O)c2)NC1=O (stereo not given),-23.0,i,45.7%[activator],0.8%,-7.9,0.9%,4.6%,-13.4%,4.7%
COc1ccc(C(=O)OCC(=O)NC2CC2)cc1OC,-18.7,9.5%,16.9%,-3.4%,15.3,9.3%,3.4%,9.8%,0.0%
COc1ccc(N=c2cc(-c3ccc(O)cc3)oc3ccccc23)cc1,-3.3,-8.7%,?,7.8%,1.0,?,14.0%,-5.8%,?

# The listing continues.
SMILES,DRD3 antagonist,PTHR1 agonist,GLP1R inv ag,aSyn rescue,D3 ag,HEK293 tox,GLP1R ag,TDP43 rescue,KB-V1 MDR tox
C=CCn1c(=O)[nH]c(=O)c2c(N)c(C(=O)c3ccc(OC)cc3)sc21,6.2,-14.8%,115.2%[activator],-3.3%,-4.2,7.6%,29.6%,-47.7%[inhibitor],-12.8%
O=S1(=O)CCN(Cc2ccc(Cl)c(Cl)c2)CC1,-27.7,i,10.6%,-3.2%,-1.2,17.0%,1.3%,8.7%,?
CN(C)/C=N/c1ncc(C(=O)c2ccc(-c3ccccc3)cc2)s1,4.7,-33.1%[inhibitor],4.0%,-35.8%[inhibitor],1.6,9.1%,7.5%,?,11.6µM*
CCCS(=O)(=O)N1CCC(C(=O)Oc2ccc(OC)cc2)CC1,1.3,-1.5%,12.9%,0.3%,14.9,-3.8%,-3.8%,16.1%,0.0%

# These rows are one share of the data; count on the stated rates, not on these rows.
